Screens deposited in PubChem by several laboratories.
Rpn11 inh – Rpn11 (PSMD14) deubiquitinase inhibitors, primary screen, biochemical, fluorescence polarization, uHTS; 26S proteasome non-ATPase regulatory subunit 14 (Homo sapiens), O00487; human 26S proteasome, Ub4-pepOG fluorescence polarization; 20S core pre-blocked with epoxomicin; calls only at 20 µM; actives 0.59% (n = 360,000); AID 588493, 2011;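 active = inhibition at 20 µM, scaled to each plate's controls, above about 33%, limit read from the data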
STEP inh – STEP phosphatase inhibitors, primary screen, biochemical, fluorescence intensity, uHTS | recombinant STEP, OMFP fluorogenic substrate | inhibition, % at 20 µM | AID 588621, 2011 | actives 0.25% (n = 360,000) | Tyrosine-protein phosphatase non-receptor type 5 (Homo sapiens), P54829;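 active = inhibition at 20 µM, scaled per plate between control wells, above about 37%, limit read from the data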;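 note: 0% = DMSO with enzyme and substrate and 100% = substrate only without enzyme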
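Test system: STEP tyrosine phosphatase / Reagent: OMFP at 25 µM / Doses: 20 µM, 1% DMSO / Read-out: percent inhibition scaled to no-enzyme and uninhibited-enzyme controls, plate-pattern corrected / Detection: FITC-channel fluorescence of OMFP product / Medium: Bis-Tris buffer pH 6.0, 2.5 mM DTT, 0.005% Tween 20 / Schedule: 20 min at room temperature, dark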
CSN deneddyl inh – inhibitors of CSN-mediated cullin deneddylation, primary screen, biochemical, fluorescence polarization, uHTS. Purified CSN, SCF-Nedd8-OG deneddylation. actives 0.38% (n = 360,000). COP9 signalosome complex subunit 5 (Homo sapiens), Q92905. inhibition, % at 12.5 µM;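 active = pattern-corrected inhibition above about 35%, with an unprinted fluorescence ratio check between 0.5 and 1.5, limit read from the data, passing the limit was not always enough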;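 note: 0% = enzyme with substrate and 100% = substrate without enzyme; some results filed as inactive read as strong as hits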
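Assay system: purified human Csn5 enzyme expressed in HEK293T cells; Input: 0.24 nM Csn5 enzyme, final concentration; Reagent: 10 nM SCFSkp2-Nedd8OG; Compound dosing: 12.5 µM single point; Times: reaction 90 min, room temperature; Technique: fluorescence polarization readout.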
Rin1-Abl PPI inh – inhibitors of Rin1-Abl protein binding, primary screen, biochemical, TR-FRET; AID 588664, 2011; actives 0.4% (n = 360,000); Tyrosine-protein kinase ABL1 (Homo sapiens) + Ras and Rab interactor 1 (Homo sapiens), …; inhibition, % at 7.35 µM; in the data active = inhibition above about 5%, passing the limit was not always enough
Scp1 inh – Scp-1 phosphatase inhibitors, primary screen, biochemical, colorimetric, uHTS; AID 493091, 2011; Carboxy-terminal domain RNA polymerase II polypeptide A small phosphatase 1 (Homo …; inhibition, % at 20 µM; Recombinant Scp1, phosphopeptide, malachite green phosphate absorbance; actives 0.88% (n = 340,000);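 active = inhibition above about 50% at 20 µM, limit read from the data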;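 note: plate controls were DMSO wells with enzyme for no effect and wells lacking enzyme for full effect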
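Test system – truncated SCP-1 phosphatase (76-261aa) · Reagent – Phosphorylated 17-residue peptide substrate · Incubation – 45 min room-temperature reaction, 5 min colour, 30 min stabiliser · Detection – colorimetric phosphate reagent with accelerator and stabiliser, absorbance at 630 nm · Measure – % inhibition at 20 µM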
LMPTP block – LMPTP phosphatase inhibitors, primary screen, biochemical, fluorescence intensity, uHTS | actives 0.22% (n = 360,000) | AID 651560, 2012 | recombinant LMPTP-A, OMFP fluorogenic substrate | inhibition, % at 20 µM;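 active = compounds that cut the enzyme signal by at least half of the control window in the single-dose screen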;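 note: plate controls were DMSO wells with enzyme plus substrate for no effect and substrate without enzyme for full effect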
Target sequence (P24666 whole entry, looked up): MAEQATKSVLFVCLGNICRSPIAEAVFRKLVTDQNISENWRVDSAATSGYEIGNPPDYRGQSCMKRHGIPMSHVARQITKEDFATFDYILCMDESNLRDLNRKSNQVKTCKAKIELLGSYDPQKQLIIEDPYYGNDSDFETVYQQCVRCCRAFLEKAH
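Test system: LMPTP-A phosphatase enzyme; input: 0.625 nM LMPTP-A final; reagent: OMFP substrate, 400 µM final; compound dosing: 20 µM single dose, 3% DMSO; incubation: 50 min dark incubation at room temperature; measured by: endpoint fluorescence intensity from OMFP dephosphorylation; measure: % inhibition relative to no-enzyme and uninhibited control wells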
NadD block – inhibitors of S. aureus NadD, primary screen, biochemical, colorimetric, uHTS; Nicotinate-nucleotide adenylyltransferase NadD (Staphylococcus aureus N315); purified NadD enzyme, colorimetric absorbance read-out; inhibition, % at 20 µM; actives 0.78% (n = 360,000); in the data active = inhibition above about 26%; note: some compounds past the cut are filed as inactive
DNMT1 inh – human DNMT1 methyltransferase inhibitors, primary screen, biochemical, molecular beacon, fluorescence, HinP1I cleavage, uHTS; DNA (cytosine-5)-methyltransferase 1 (Homo sapiens), P26358; actives 0.83% (n = 360,000); inhibition (reported as % activation of signal), % at 10 µM; AID 588458, 2011; in the data active = inhibition above about 50%
SUMO1-SIM PPI – modulators of SUMO1 protein-protein interactions, primary screen, biochemical, uHTS | Small ubiquitin-related modifier 1 (Homo sapiens), P63165 | inhibition, % at 20 µM | SUMO1 binding to a labelled peptide, TR-FRET, 1 h | actives 0.33% (n = 360,000); in the data active = inhibition above about 37%
Target sequence (P63165 whole entry, looked up): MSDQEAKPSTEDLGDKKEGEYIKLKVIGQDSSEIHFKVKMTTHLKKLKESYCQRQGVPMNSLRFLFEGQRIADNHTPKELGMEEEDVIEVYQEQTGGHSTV
Neddylation inh – inhibitors of cullin neddylation, primary screen, biochemical, TR-FRET, uHTS, NAE and Ubc12; NEDD8-conjugating enzyme Ubc12 (Homo sapiens) + NEDD8-activating enzyme E1 regulatory …; calls only at 25 µM; actives 0.58% (n = 360,000); in the data active = inhibition above about 36%
Target sequence (P61081 whole entry, looked up): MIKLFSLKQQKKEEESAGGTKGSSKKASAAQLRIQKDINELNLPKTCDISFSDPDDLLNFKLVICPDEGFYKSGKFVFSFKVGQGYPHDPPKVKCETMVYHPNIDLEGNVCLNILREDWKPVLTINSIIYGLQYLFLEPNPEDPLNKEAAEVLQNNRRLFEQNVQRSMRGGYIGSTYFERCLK
Target sequence (Q13564 whole entry, looked up): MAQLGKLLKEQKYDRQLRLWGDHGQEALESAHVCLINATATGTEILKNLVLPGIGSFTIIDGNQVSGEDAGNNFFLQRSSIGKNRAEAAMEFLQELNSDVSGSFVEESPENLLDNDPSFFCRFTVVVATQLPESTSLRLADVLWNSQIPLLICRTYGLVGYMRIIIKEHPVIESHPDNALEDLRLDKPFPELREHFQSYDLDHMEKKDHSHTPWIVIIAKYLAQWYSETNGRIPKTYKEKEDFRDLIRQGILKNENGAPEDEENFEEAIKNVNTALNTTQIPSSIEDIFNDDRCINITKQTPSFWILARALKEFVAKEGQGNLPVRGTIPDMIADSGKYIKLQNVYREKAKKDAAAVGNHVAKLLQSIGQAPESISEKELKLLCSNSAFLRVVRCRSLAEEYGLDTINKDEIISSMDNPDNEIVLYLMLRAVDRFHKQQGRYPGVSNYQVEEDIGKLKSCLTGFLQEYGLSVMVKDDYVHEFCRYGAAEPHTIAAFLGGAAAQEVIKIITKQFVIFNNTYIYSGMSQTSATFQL
* hit, by the source's call; i = inactive; / = not tested or not shown; + = active, no number.

SMILES	Rpn11 inh	STEP inh	CSN deneddyl inh	Rin1-Abl PPI inh	Scp1 inh	LMPTP block	NadD block	DNMT1 inh	SUMO1-SIM PPI	Neddylation inh
CCCC(=O)Nc1ccccc1NC(=O)CCC	i	-1	-3	-3	-8	-1.2	0	-1	-5	i
O=C(COc1ccc(Cl)cc1Cl)N/N=C1\CCCc2ccccc21	i	2	2	-3	-6	1.9	3	-1	-2	i
O=C(/C=C/[C@H]1O[C@@H](n2cnc3c(NC(=O)c4ccccc4)ncnc32)[C@H](O)[C@@H]1O)NCc1cccc2ccccc12	i	-1	5	0	/	0.1	18	-6	-9	i
C#CCNC(=O)C1=C[C@H](c2ccccc2)[C@@H](CCCO)[C@H](OCC)O1	i	-3	-4	-1	-10	-1.2	3	2	-1	i
CC(C)(C)c1ccc(OCC(=O)NNC(=S)NC(=O)c2ccccc2[N+](=O)[O-])c(Br)c1	i	2	0	3	-10	1.3	23	-5	-10	i
CC(=O)c1ccc(OCCCC(=O)N2CCN(S(=O)(=O)c3ccc(C)cc3C)CC2)cc1	i	-2	3	7.5*	-11	-8.9	0	-26	-79	i
O=C(COC(=O)CNC(=O)c1cccc([N+](=O)[O-])c1)Nc1cccc(S(=O)(=O)N2CCCCC2)c1	i	-3	-12	-2	-4	-0.3	0	-5	-17	i
Cc1nc2sc(C(c3ccccc3)N3CCN(C(=O)c4ccco4)CC3)c(O)n2n1 (stereo not drawn)	i	2	-1	1	0	-2.1	0	-2	-4	i
CCN(CC)S(=O)(=O)c1ccc(OC)c(NC(=O)CSc2cc(C)ccc2C)c1	i	1	2	-5	-12	3.5	-5	-7	-3	i
CCCCNC(=O)C1C(c2ccc(C(F)(F)F)cc2)=Nc2ccccc2N1C(=O)c1cccc2ccccc12 (stereo not drawn)	/	/	3	/	/	-1.8	/	/	-5	i
O=C1c2ccccc2C2(c3ccc(F)cc3)NCCN12 (stereo not drawn)	i	0	-9	4	-1	-0.5	-1	4	-2	i
O=C(O)c1ccc(-c2ccc(Cl)cc2Cl)o1	i	0	3	-1	-2	-0.5	8	5	1	i
COc1ccc(/C=C2\SC(=O)N(CCC(=O)NC3CCS(=O)(=O)C3)C2=O)cc1 (stereo not drawn)	i	-2	-3	2	-4	-1.8	-5	-3	-35	i
Cc1ccc(CN2CC(C(=O)Nc3ccc(C)c(S(=O)(=O)N4CCCCC4)c3)CC2=O)cc1 (stereo not drawn)	i	-1	-3	1	-2	0.9	-1	-12	-5	i
CC1(C)CC(=O)/C(=C(/O)CCCN2C(=O)c3ccccc3C2=O)C(=NC(C)(C)C)C1	i	-2	-1	-2	0	0.0	-3	2	-6	i
O=C(Cc1c(Cl)cccc1Cl)NCCc1ccc(Cl)cc1	i	0	2	-5	-5	0.4	-7	2	-2	i
COC(=O)c1ccc(/C=C2\CCn3c2nc2cc(C(=O)O)ccc2c3=O)cc1	i	-2	-3	-2	9	-1.1	1	0	-17	+
CC1CCN(C(=O)C2CCN(S(=O)(=O)c3cccc4cccnc34)CC2)CC1	i	-2	0	1	-8	0.6	-1	2	1	i
CN(C)S(=O)(=O)N(CC(=O)N1CCC(Cc2ccccc2)CC1)c1ccccc1	i	3	5	6	-7	-0.2	-8	7	-2	i
COc1ccccc1C(=O)Nc1cc2cc(Cl)ccc2oc1=O	i	0	1	1	-11	-2.0	-5	39	3	i
COc1ccc(C(C)(O)c2nc(-c3ccc(C)c(C)c3)cs2)cc1 (stereo not drawn)	i	-2	1	0	/	2.1	-7	7	1	i
CCOc1ccc(Br)cc1S(=O)(=O)N1CCCC1	i	-3	3	2	0	-0.1	10	2	-7	i
CCCN1CN(CCc2ccccc2)CNC1=S	i	0	6	1	-2	-2.0	1	5	1	i
Cc1ccc(S(=O)(=O)N(CC(=O)N(C)C)c2cccc([N+](=O)[O-])c2)cc1	i	-1	-3	1	-4	-0.6	-7	2	-10	i
COC(=O)c1ccc(CSc2nc3ccccc3c(=O)n2CC(C)C)o1	i	-3	-5	1	-12	2.7	-5	-1	3	i

The final four compounds of the section above are carried over, then new ones follow:
SMILES	Rpn11 inh	STEP inh	CSN deneddyl inh	Rin1-Abl PPI inh	Scp1 inh	LMPTP block	NadD block	DNMT1 inh	SUMO1-SIM PPI	Neddylation inh
CCOc1ccc(Br)cc1S(=O)(=O)N1CCCC1	i	-3	3	2	0	-0.1	10	2	-7	i
CCCN1CN(CCc2ccccc2)CNC1=S	i	0	6	1	-2	-2.0	1	5	1	i
Cc1ccc(S(=O)(=O)N(CC(=O)N(C)C)c2cccc([N+](=O)[O-])c2)cc1	i	-1	-3	1	-4	-0.6	-7	2	-10	i
COC(=O)c1ccc(CSc2nc3ccccc3c(=O)n2CC(C)C)o1	i	-3	-5	1	-12	2.7	-5	-1	3	i
N#CC1(NC(=O)CN2C(=O)NC(c3ccccc3)(c3ccccc3)C2=O)CCCC1	i	-1	-3	3	-4	-0.4	0	0	3	i
COc1cc(C(=O)OCC(=O)Nc2nnc(-c3ccccc3)o2)cc(OC)c1OC	i	4	-3	2	-5	0.2	12	0	12	i
CC(=O)Nc1ccc(-c2csc(NC(=O)Cc3cccc(F)c3)n2)cc1	i	-3	1	0	-3	1.1	-9	-7	2	i
CCn1c(CO)nc2c1c(=O)[nH]c(=O)n2Cc1ccccc1	i	-4	-5	1	-3	0.3	1	1	2	i
CCCC(=O)Nc1nnc(S(=O)(=O)N(CC(C)C)c2ccccc2)s1	i	-4	0	0	-7	-3.2	5	6	3	i
CS(=O)(=O)N1CCC(C(=O)Nc2cccc(F)c2)CC1	i	0	-2	-2	-5	-0.1	9	0	7	i
COc1cc(OC)cc(C(=O)OCC(=O)NCCCc2ccccc2)c1	i	0	1	2	-10	-0.4	-13	-4	3	i
CCC(=O)N(C)C[C@H]1Oc2cc(Br)ccc2S(=O)(=O)N([C@@H](C)CO)C[C@H]1C	i	3	-1	3	/	-1.1	2	4	5	i
NC(=O)C1(Nc2ccc(Cl)cc2)CCCC1	i	-3	-7	6	-2	-1.7	-2	1	-1	i
CCOc1ccccc1NC(=O)CSc1nnc2ccc(-c3ccccn3)nn12	i	-2	5	1	-3	-0.6	-4	0	-16	i
CC(NC(=O)c1ccccc1NC(=O)CN1CCN(c2ccccc2O)CC1)c1ccccc1 (stereo not drawn)	i	2	-3	6	-8	0.0	2	-12	-1	i
COc1ccccc1C(CC(=O)Nc1ccccc1C)c1ccc(OC(C)C)cc1 (stereo not drawn)	i	-2	-2	0	-9	-0.4	0	-3	0	i
O=C(OCC#CCSc1nnc(-c2ccncc2)o1)c1cccs1	i	-8	1	4	12	-1.1	0	0	0	i
COc1ccc(N=C2C(=S)N(c3ccc(OC)cc3)C(=NS(=O)(=O)c3ccccc3)N2c2ccccc2)cc1	i	6	-1	-1	10	1.7	18	-14	1	i
Cn1cnnc1SCC(=O)Nc1cccc(S(=O)(=O)N2CCOCC2)c1	i	3	2	-4	-9	-1.1	0	1	3	i
COc1ccc(NC(=O)CN(C)C(=O)c2c(C)nn(Cc3ccc(C)cc3)c2Cl)cc1	i	-1	1	0	-6	-1.1	1	0	4	i
Brc1ccc(COc2ncnc3ccccc23)cc1	i	1	-7	-1	-7	0.7	-3	2	-2	i
COc1ccc(-c2cc(C(=O)Nc3ccc(S(N)(=O)=O)cc3)c3ccccc3n2)cc1OC	i	1	7	3	8	4.0	2	6	-2	/
CCCOc1ccc(C2C(=O)N(C3CCCCCC3)CC(=O)N2Cc2ccco2)cc1OC (stereo not drawn)	i	0	0	0	-8	-0.7	-6	-4	3	i
N#Cc1c(N2C(=O)c3ccc(C(=O)O)cc3C2=O)sc2c1CCCC2	i	0	-3	-3	4	0.2	-1	3	-11	i
CS(=O)(=O)c1ccc(S(=O)(=O)N2CCN(C(=O)C(O)c3ccccc3)CC2)cc1 (stereo not drawn)	/	/	1	/	/	-1.7	/	/	3	i
C=CCNCC(=O)N1N=C(c2ccc3ccccc3c2)CC1c1ccc(OC)cc1 (stereo not drawn)	i	6	-5	-2	0	3.8	4	-4	-16	i
Cc1occc1C(=O)NC(C)CCc1ccccc1 (stereo not drawn)	i	0	-1	1	-3	-0.7	6	-1	1	i
CC(/C=N/NC(=O)c1ccc(Br)cc1)=C\c1ccccc1	i	55*	2	-1	94*	55*	1	50*	-4	i

Another view of part of the listing above:
Below each compound – Rpn11 inh	STEP inh	CSN deneddyl inh	Rin1-Abl PPI inh	Scp1 inh	LMPTP block	NadD block	DNMT1 inh	SUMO1-SIM PPI	Neddylation inh
CCC(=O)N(C)C[C@H]1Oc2cc(Br)ccc2S(=O)(=O)N([C@@H](C)CO)C[C@H]1C
→ i	3	-1	3	/	-1.1	2	4	5	i
NC(=O)C1(Nc2ccc(Cl)cc2)CCCC1
→ i	-3	-7	6	-2	-1.7	-2	1	-1	i

Some entries already given, limited to Neddylation inh:
| SMILES | Neddylation inh |
| --- | --- |
| COc1ccc(N=C2C(=S)N(c3ccc(OC)cc3)C(=NS(=O)(=O)c3ccccc3)N2c2ccccc2)cc1 | i |
| Cn1cnnc1SCC(=O)Nc1cccc(S(=O)(=O)N2CCOCC2)c1 | i |
| COc1ccc(NC(=O)CN(C)C(=O)c2c(C)nn(Cc3ccc(C)cc3)c2Cl)cc1 | i |
